Screening data: PubChem BioAssay, National Center for Advancing Translational Sciences (NCATS)
KDM5B inhibitor – blocks human KDM5B histone demethylase activity | Q9UGL1 | KDM5B demethylase, FDH-coupled NADH fluorescence (FDH is formaldehyde dehydrogenase) | Potency, µM (doses to about 57.7 µM), for inactives: at the top dose activity change, negative = inhibition, most hits filed as inhibitors | actives 2.6% (n = 220,000); active = well fitted inhibition curve with a large enough effect; inconclusive = small, poorly fitted or top-dose-only effect; inactive = no such curve, though single readings can be large or run the other way; also: 0% is about no effect; nearly all actives have a fitted effect of over 70% in size
Target sequence (Q9UGL1 whole entry, looked up): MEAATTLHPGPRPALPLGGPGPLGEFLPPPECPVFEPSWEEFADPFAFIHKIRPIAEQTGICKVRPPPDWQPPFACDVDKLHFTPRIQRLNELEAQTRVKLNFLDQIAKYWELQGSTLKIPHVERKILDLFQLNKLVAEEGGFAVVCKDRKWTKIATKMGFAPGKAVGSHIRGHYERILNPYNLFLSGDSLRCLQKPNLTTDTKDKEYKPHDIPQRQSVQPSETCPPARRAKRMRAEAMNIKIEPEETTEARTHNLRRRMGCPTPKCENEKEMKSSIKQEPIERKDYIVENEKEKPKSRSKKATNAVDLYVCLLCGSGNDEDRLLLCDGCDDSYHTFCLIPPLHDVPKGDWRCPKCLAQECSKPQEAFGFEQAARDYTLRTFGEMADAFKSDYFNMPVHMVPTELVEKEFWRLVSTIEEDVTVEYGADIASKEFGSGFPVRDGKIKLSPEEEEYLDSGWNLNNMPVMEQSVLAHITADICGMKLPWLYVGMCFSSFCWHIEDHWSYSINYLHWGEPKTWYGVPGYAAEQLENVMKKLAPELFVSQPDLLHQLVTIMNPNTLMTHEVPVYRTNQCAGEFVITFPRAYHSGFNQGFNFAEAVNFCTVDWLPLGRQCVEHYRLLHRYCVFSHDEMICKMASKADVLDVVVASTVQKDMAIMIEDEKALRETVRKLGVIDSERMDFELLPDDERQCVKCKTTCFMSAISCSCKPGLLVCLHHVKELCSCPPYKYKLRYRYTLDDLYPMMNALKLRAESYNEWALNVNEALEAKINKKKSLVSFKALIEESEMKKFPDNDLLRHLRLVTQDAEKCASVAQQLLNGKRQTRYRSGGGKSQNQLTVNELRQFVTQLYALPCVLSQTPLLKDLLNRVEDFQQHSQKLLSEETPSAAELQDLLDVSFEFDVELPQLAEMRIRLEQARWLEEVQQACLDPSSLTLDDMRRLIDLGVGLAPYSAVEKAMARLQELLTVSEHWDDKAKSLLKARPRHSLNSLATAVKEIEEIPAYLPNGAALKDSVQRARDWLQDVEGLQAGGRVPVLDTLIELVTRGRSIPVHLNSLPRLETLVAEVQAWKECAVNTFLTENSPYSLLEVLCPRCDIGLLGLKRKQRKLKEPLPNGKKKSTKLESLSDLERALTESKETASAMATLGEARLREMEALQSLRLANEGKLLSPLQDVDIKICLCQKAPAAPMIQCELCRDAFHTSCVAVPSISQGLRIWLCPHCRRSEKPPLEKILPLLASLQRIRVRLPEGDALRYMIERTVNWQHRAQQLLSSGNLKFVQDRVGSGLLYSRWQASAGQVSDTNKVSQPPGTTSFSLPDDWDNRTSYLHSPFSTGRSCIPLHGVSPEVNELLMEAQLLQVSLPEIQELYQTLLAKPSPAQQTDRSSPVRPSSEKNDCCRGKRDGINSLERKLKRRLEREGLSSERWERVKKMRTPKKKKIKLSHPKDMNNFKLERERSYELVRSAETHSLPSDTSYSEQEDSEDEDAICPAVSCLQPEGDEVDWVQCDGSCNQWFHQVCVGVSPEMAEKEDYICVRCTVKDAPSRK
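KDM5BΔAP (200 nM final) in 50 mM HEPES pH 7.5, 0.01% Tween-20 was preincubated 10 min at RT with compound over a concentration range. Substrate mix (H3K4me3 12.5 µM, α-KG 25 µM, Fe²⁺, ascorbate, NAD⁺, FDH) was added, and NADH fluorescence change over 30 min gave dose-response curves.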
Active calls of the source: *; i = inactive; ? = inconclusive; & = joins results of further samples; [ ] = dose if it differs, or a comment. Potency is read from the fitted curve at half-maximal effect.

KDM5B inhibitor,compound
?,CCCS(=O)(=O)c1nc(S(=O)(=O)c2ccc(C)cc2)c(NC(C)c2ccccc2)s1 (stereo not drawn)
-22%,CCS(=O)(=O)N1CCCc2cc(C(=O)Nc3cc(Cl)ccc3C)ccc21
16%,NC(=O)c1cc(Cl)ccc1OCC(=O)N1CCCCCC1
13%,CN(C)S(=O)(=O)c1ccccc1CNS(=O)(=O)c1ccc2c(c1)CCC2
2%,COc1ccc2c(c1)CC(NC(=O)Nc1ccc(NC(C)=O)cc1)CO2 (stereo not drawn)
?,Cc1cc(/C=C2\SC(=O)N(C)C2=O)c(C)n1-c1cccc(C(=O)O)c1
6%,CC(C)Cn1nc(C(=O)Nc2nnc(Cc3ccccc3)s2)c2ccccc2c1=O
9%,CC(C)=CC1C(C(=O)Nc2ccc(C)cc2C)C1(C)C (stereo not drawn)
?,COc1ccccc1OCc1ccc(C(=O)Nc2ccc(C)c(C)c2)o1
17%,Cc1ccc(NC(=O)c2cnc(NCc3ccc4c(c3)OCO4)nc2C)cc1C
-20%,COc1cc(NC(=O)CN2Cc3ccccc3C2=O)cc(OC)c1OC
-13%,CCOc1ccc(-c2csc(-c3nc(-c4ccc(Br)s4)cs3)n2)cc1
12%,COCCN1CCC(N2CCN(S(=O)(=O)c3ccc(OC)c(Cl)c3)CC2)C1=O (stereo not drawn)
43%[activator],COc1ccccc1CCNC(=O)Cn1nc2c(cc1=O)CCCC2
-18%,COc1cccc(C(=O)N2CCC(N3C[C@H](O)C[C@H]3C(=O)NCc3ccc(F)cc3)CC2)c1
-6%,CNC(=O)c1sc(Nc2cc(C)ccc2C)nc1C
-4%,COc1ccc(NC(=O)CSc2nnc(-c3ccco3)c(-c3ccco3)n2)cc1OC
?,COc1cc(C)ccc1OCCSc1nnc(-c2ccc(C)cc2)o1
-9%,O=[N+]([O-])c1ccc(COc2cccc3cccnc23)cc1
-22%,Cc1cc(N2CCOCC2)nc(N2CCN(C(=O)Nc3ccc(F)cc3)CC2)n1
1%,O=C(NCCCn1ccnn1)[C@H]1CNC[C@@H](C(=O)N2CCCC2)C1
16%,COc1ccc(N2C(=O)CCS2(=O)=O)cc1S(=O)(=O)N1CCCc2ccccc21
-5%,CCn1cnc2c1c(=O)n(CC(=O)Nc1ccc(N3CCCC3=O)cc1)c(=O)n2Cc1ccccc1
-13%[86.2 µM],CC(C)(C)c1cc(CC2(NCc3ccc(CO)o3)COC2)no1
-22%,CCS(=O)(=O)N1CCc2cc(C(=O)CSc3ccc(Cl)cc3)ccc21

(more compounds)
KDM5B inhibitor,compound
-4%,Cn1nc(C2CCN(C(=O)c3ccc(CO)o3)CC2)n(-c2ccccc2)c1=O
-5%,COc1ccc(N(Cc2cccs2)C(=O)COc2cccc(Cl)c2)cc1
-33%,COc1cc(NC(=O)Cn2nc(C(F)(F)F)c3c2CCC3)cc(OC)c1OC
?,COc1cccc(NC(=O)c2ccc3c(c2)NC(C)(COCCN(C)C)CO3)c1 (stereo not drawn)
27%,O=C(CN1CCOCC1)NNc1c2ccccc2nc2ccccc12
-14%[86.2 µM],O=C1NC2(CCN(C(=O)Cc3ccccc3)C2)Oc2ccccc21 (stereo not drawn)
-4%,COc1ccc(C(=O)N2CCC(C3CCN(S(C)(=O)=O)CC3)C2)cc1OC (stereo not drawn)
5%,COc1ccc(-c2noc([C@@H]3CCCN3C(=O)c3ccccc3OC)n2)cc1OC
4%,CC(C)(C)OC(=O)N1CCC(c2c(C(=O)N3CCCCC3)cnn2-c2cccc(F)c2)CC1
?,O=S(=O)(N1CCCCC1)N1CCOC(Cc2ccccc2Cl)C1 (stereo not drawn)
11%,CC(C)CCNC(=O)C(=O)NC1CCCCC1
7%,CC1(C)CC(=O)C2=C(C1)OC(N)=C(C#N)C2c1ccc(O)cc1 (stereo not drawn)
?,CCOc1ccc(NC(=O)C2CCCN(c3cnccn3)C2)cc1 (stereo not drawn)
-16%,Cc1c(C=Nc2ccc(S(=O)(=O)N(C)C)cc2)c(O)[nH]c(=O)c1C#N
-15%,O=c1[nH]c(N2CCOCC2)nc2c1CCN(Cc1cccc(F)c1)CC2
23%[115 µM],CC(C)NC(=O)C[C@@H]1C[C@H]2O[C@H](CN(C)C)[C@@H](O)[C@H]2O1
9%,Cc1ccc(N2CC(c3nnc(NC(=O)c4ccc(NC(=O)C(C)C)cc4)s3)CC2=O)cc1Cl (stereo not drawn)
20%,COCCn1c(SCc2ccc(F)cc2)nc2c1c(=O)[nH]c(=O)n2C
19%,CCNC(=O)Nc1ccc(OCC(=O)N2CCN(c3cccc(OC)c3)CC2)nc1
-4%,COc1ccc(Cn2c(C3CCN(C(=O)c4sccc4C)CC3)n[nH]c2=O)cc1
10%,CCOC(=O)C1=C(C)N=C2SCC(=O)N2C1c1cccc(OC)c1OC (stereo not drawn)
13%[86.2 µM],O=C(CC[C@@H]1CNC(=O)[C@@H]2C[C@H](NC(=O)C3CC3)CN12)NCc1cccs1
17%,CCC1CCC(c2ccc(C(C)=O)cc2)CC1 (stereo not drawn)
-24%,Cc1cc2nc(C)c(C)nc2cc1C
17%,Cn1cnnc1CC1CCN(c2ncc(C(F)(F)F)cc2Cl)CC1

Some of these compounds in order of count of non-hydrogen atoms, ascending:
KDM5B inhibitor,compound
-9%,O=[N+]([O-])c1ccc(COc2cccc3cccnc23)cc1
2%,COc1ccc2c(c1)CC(NC(=O)Nc1ccc(NC(C)=O)cc1)CO2 (stereo not drawn)
-22%,Cc1cc(N2CCOCC2)nc(N2CCN(C(=O)Nc3ccc(F)cc3)CC2)n1
?,CCCS(=O)(=O)c1nc(S(=O)(=O)c2ccc(C)cc2)c(NC(C)c2ccccc2)s1 (stereo not drawn)
4%,CC(C)(C)OC(=O)N1CCC(c2c(C(=O)N3CCCCC3)cnn2-c2cccc(F)c2)CC1

(cont.)
KDM5B inhibitor,compound
14%,O=C(CSc1ccc2c(c1)OCCCO2)Nc1ccc2c(c1)OCO2
-19%,COc1ccc2sc(N(Cc3cccnc3)C(=O)c3ccc4c(c3)OCCO4)nc2c1
?,O=C(CC1C(=O)NCCN1CC(c1ccccc1)c1ccccc1)NCc1ccoc1 (stereo not drawn)
-20%,CCn1ncc(N2CCC(NC(=O)Cc3cccc(F)c3)CC2)cc1=O
-2%,O=C(NCCc1csc(-c2cccc(F)c2)n1)c1ccco1
7%,CCOC(=O)C1C(=O)C=C(c2ccc(F)cc2)CC1c1c(F)cccc1Cl (stereo not drawn)
-3%,CCOC(=O)c1cccc(NC(=O)CCC(=O)N2CC(C)Oc3ccc(C)cc32)c1 (stereo not drawn)
22%,CCC1(O)CCC12CCN(C(=O)CCc1nc3ccccc3s1)CC2 (stereo not drawn)
-3%,CCCCSCCCNC(=O)CN1C(=O)COc2ccc(S(=O)(=O)N3CCCC3)cc21
?,Cc1cccc(Nc2ccc3ccccc3c2)c1
?,COCCc1noc(CN(C)c2cc(C(C)C)nc3ccnn23)n1
12%,COCCn1cnc2c1c(=O)n(CC(=O)Nc1ccccc1)c(=O)n2Cc1ccccc1
-13%,O=S(=O)(c1cccc(Br)c1)N1CCN(c2nc3ccccc3o2)CC1
35µM*,CNC(=O)c1cc(-c2cnn(C)c2C)cc2c1OCCN2Cc1cccnc1
-16%,Cc1cccc(C)c1-n1nnnc1C1(Nc2ccc3c(c2)OCCO3)CCCC1
14%,Cc1noc(-c2cn(C3CCN(C(=O)c4ccccc4Cl)C3)nn2)n1 (stereo not drawn)
-29%,O=C1CC(c2ccccc2)N(C(=O)c2ccsc2)CCCCCN1 (stereo not drawn)
-23%,O=C(NC1CCN(Cc2ccccc2)CC1)c1cc2cc(Cl)ccc2[nH]1
i,Cc1cc(C)c(CNC(=O)c2nc(-c3ccccc3)cc3[nH]ccc23)c(=O)[nH]1
15%,CC(=O)c1c(C)nc(C2CC2)nc1SCC(=O)NC(C)C(C)C (stereo not drawn)
-12%,COc1cccc(CNC(=O)CN2C(=O)CSc3ccc(S(=O)(=O)N4CCCC4)cc32)c1
?,COc1ccc(CCNC(=O)CCc2cn(Cc3ccc(F)cc3)c3ccccc23)cc1OC
-18%,O=C(CSc1nnc(Cc2ccccc2)o1)Nc1ccc(F)cc1
-6%,CCOc1ccc(C2NC(=O)N(CC(=O)N3CCC(C)CC3)C3=C2C(=O)OC3)cc1 (stereo not drawn)
-25%,CCOc1cccc(C2c3c(oc4ccc(F)cc4c3=O)C(=O)N2CCOC)c1 (stereo not drawn)

Shown with bars between the fields: 5 of the compounds above.
Structure | KDM5B inhibitor
CCOC(=O)c1cccc(NC(=O)CCC(=O)N2CC(C)Oc3ccc(C)cc32)c1 (stereo not drawn) | -3%
O=c1[nH]c(N2CCOCC2)nc2c1CCN(Cc1cccc(F)c1)CC2 | -15%
CC(=O)c1c(C)nc(C2CC2)nc1SCC(=O)NC(C)C(C)C (stereo not drawn) | 15%
CCCCSCCCNC(=O)CN1C(=O)COc2ccc(S(=O)(=O)N3CCCC3)cc21 | -3%
NC(=O)c1cc(Cl)ccc1OCC(=O)N1CCCCCC1 | 16%

Next compounds
KDM5B inhibitor,compound
-11%[86.2 µM],CCN(CC)C(=O)[C@@H]1CCC[C@@H](NCc2cnn(C)c2)CN(C)C(=O)C1
-38%,CC1CCCCN1Cc1c(O)ccc2c(=O)c(-c3ccc(Cl)cc3)c(C(F)(F)F)oc12 (stereo not drawn)
19%,C#CC[N+](C)(C)CCCCCCCCCC
8%,CCCCn1nc(C(=O)N(C)Cc2nc3ccccc3c(=O)[nH]2)c2ccccc2c1=O
3%,CC(C)Cc1nc(OCC(=O)N2CCOCC2)c(C#N)c2c1CCCC2
-8%,O=C(CCc1nc(-c2cccs2)no1)Nc1ccc([N+](=O)[O-])cc1
-4%,COCCNC(=O)C1COC2(CCN(C(=O)c3ccc(F)cc3)CC2)N1C(=O)c1ccc(C)cc1 (stereo not drawn)
1%,C1CC(Cc2noc(C3CCOCC3)n2)CN1 (stereo not drawn)
?,CCc1ccc(CN2CCC3CC(=O)NCCC3C2)cc1 (stereo not drawn)
-8%,CN[C@@H](CC(C)C)C(=O)N[C@H]1C[C@@](O)(C(=O)N[C@H](Cc2c[nH]c3ccccc23)C(N)=O)C[C@@H](O)[C@@H]1O
6%,Cc1ccccc1Nc1nnc(-c2ccc(C)c(S(=O)(=O)NCCO)c2)c2ccccc12
-29%,Cc1ccc(-n2nnnc2CNC(=O)C2CC(=O)N(c3ccccc3)C2)cc1C (stereo not drawn)
19%,COc1ccc(Cl)cc1C(=O)N1CCC2(CC1)CN(C(C)=O)CC2CO (stereo not drawn)
2%,Cc1cccc(OCCSc2nc(N)cc(N)n2)c1
-22%,Cc1cncc(-c2ccccc2OCCN(C)C)c1
7%,CN(CCOc1ccccc1)C(=O)c1cc2ccccc2oc1=O
8%,CC(CCC(=O)O)(NC(=O)Cc1ccccc1)C(=O)O (stereo not drawn)
-11%,COC(=O)[C@H](C(C)C)N(CCc1cn(Cc2ccccc2)nn1)S(=O)(=O)c1ccc(F)cc1Br
12%,COc1ccc(C2Cn3nnc(C(=O)N4CCC(C(=O)NCCc5ccccc5)CC4)c3CO2)cc1 (stereo not drawn)
-7%,CNC(=O)N1CCC(C2CCN(S(=O)(=O)c3cccc(C#N)c3)C2)CC1 (stereo not drawn)
198%[activator],COc1ccc(OC)c(NC(=O)c2cc3c(OC)cccc3[nH]2)c1
10%,Cc1ccsc1/C=C/C(=O)c1ccc(C2CCCCC2)cc1
-19%,O=C(CN1CCN(C(=O)c2cc(-c3ccccc3Cl)n[nH]2)CC1)N1CCCCC1
?,Cc1ccccc1CNC(=O)c1ccc(CSc2nc3cccnc3n2Cc2ccccc2)cc1
-14%,O=C(NCCOc1ccccc1F)c1n[nH]c(=O)c2ccccc12

Two records drawn at random from those above:
KDM5B inhibitor,compound
10%,Cc1ccsc1/C=C/C(=O)c1ccc(C2CCCCC2)cc1
-19%,O=C(CN1CCN(C(=O)c2cc(-c3ccccc3Cl)n[nH]2)CC1)N1CCCCC1

Remaining list, next part:
KDM5B inhibitor,compound
-4%,COc1ccc(-n2cc(C(=O)NCc3cccc(OC)c3)c3ccccc3c2=O)cc1
?,COCCn1ccc2c(C(=O)Nc3ccc4c(c3)C(=O)N3CCC[C@H]3C(=O)N4)cccc21
-3%[86.2 µM],CS(=O)(=O)c1ccc(CN2C[C@@H](F)[C@@H](OCc3nc4ccc(F)cc4[nH]3)C2)cc1
8%,NC(=O)COc1ccc(/C=N\NC(=O)CC(=O)NCCc2ccccc2)cc1
-17%,O=C(NCc1ccco1)N1c2ccccc2CC1c1nc(C2CC2)no1 (stereo not drawn)
5%,O=C(O)CNC(=O)C(c1ccccc1)c1ccccc1
-4%,O=C(CC1N=C2c3ccccc3N=C(SCc3ccc(Cl)cc3)N2C1=O)NCc1cccs1 (stereo not drawn)
-21%,CCCc1ccc(OC(C)C(=O)Nc2sc3c(c2C(=O)OC)CCCCC3)cc1 (stereo not drawn)
32%&11%,Cc1cc2oc(C(=O)NCc3ccccc3)cc(=O)c2cc1C
-4%,O=C(O)C[C@@H]1CCN(C(=O)c2ccnc(Cl)c2)C[C@@H]1CCN1C[C@@H]2C[C@H](C1)c1cccc(=O)n1C2
?,O=C(Nc1cccc(-n2cnnn2)c1)c1cc2ccccc2o1
15%,Brc1ccc(/C=N/Nc2nc3ccccc3c3ccccc23)cc1
-5%,COc1ccccc1NC(=O)Cn1ccc2cc(Cl)ccc21
1%,C=CCNc1nc(-c2c(C(=O)OCC)c(C)n(CC)c2C)cs1
-20%,CCOc1ccc(NC(=O)c2cc(=O)c3ccccc3o2)cc1OCC
-13%,O=C(NC1CCCCC1)c1ccc(CSc2nc3ccncc3n2Cc2ccccc2)cc1
4%,COc1ccc(OC)c(S(=O)(=O)NCCc2ncc(C)n2C(C)C)c1
-4%,Cc1cccc(C(=O)N2CCc3nnc([C@@H]4C[C@@H](O)CN4C(C)C)n3CC2)c1

The list is partial (hit frequency here may not be typical).
